Assay outcomes deposited in PubChem BioAssay by National Center for Advancing Translational Sciences (NCATS).
EPAC2 ag – activates human EPAC2 exchange factor; EPAC2 activation, biochemical qHTS; response scale: 100% = 6.5 mM cAMP response; Potency, µM (top dose mostly 154 µM), inactives show at the top dose activation, actives largely listed as activators; AID 720711; Q8WZA2; hit rate 0.079% among 360,000; further: potency means the concentration at half of the fitted maximal effect; nearly all actives have a fitted effect of over 50% in size
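Compounds were added across a concentration range to EPAC2 (100 nM), RAP1B-BODIPY-GDP (250 nM) and GDP (50 uM). After 5 min at room temperature, fluorescence was recorded at 5-min intervals for 30 min.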
CCT modulator – modulators of cytosolic chaperonin (CCT/TRiC) activity; activity change, % (concentration not given with the values), hits read low; purified chaperonin ATPase assay, HTRF ADP detection, 30 min; AID 651819; hit rate 0.3% among 360,000; in the data active means activity change below about -30%; further: on the % scale 0 is the no-effect control and ±100 the full control effect
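TRiC at 40 or 20 nM final (batch-dependent) in 30 mM Tris pH 7.4, 100 mM KCl, 5 mM MgCl2, 1 mM DTT, with compound at single 76 uM and 10 uM ATP, 30 min at 37 deg C. ADP detected by HTRF Transcreener, 665/615 ratio.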
DRD3 agonist – activates the human D3 dopamine receptor | hit rate 0.58% among 410,000 | P35462 | AID 652048 | D3R DiscoveRx beta-arrestin cells, luminescence, 90 min | max activation, %; in the data active means max activation above about 30%; further: 0% is about no effect; mostly tested at two doses, the higher about 12 µM
Target sequence (P35462 whole entry, looked up): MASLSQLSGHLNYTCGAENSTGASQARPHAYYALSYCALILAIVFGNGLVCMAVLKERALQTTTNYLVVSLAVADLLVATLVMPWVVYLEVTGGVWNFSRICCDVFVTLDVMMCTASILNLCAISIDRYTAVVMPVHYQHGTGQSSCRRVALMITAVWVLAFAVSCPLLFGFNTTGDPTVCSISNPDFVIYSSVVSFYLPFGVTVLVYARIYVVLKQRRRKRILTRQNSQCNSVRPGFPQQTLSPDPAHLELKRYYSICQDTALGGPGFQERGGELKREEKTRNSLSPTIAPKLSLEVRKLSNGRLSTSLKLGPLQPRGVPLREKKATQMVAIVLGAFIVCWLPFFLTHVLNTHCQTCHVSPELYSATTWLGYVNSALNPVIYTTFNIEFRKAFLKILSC
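Cells at 1500/well, incubated overnight, then treated with pinned compounds (dopamine as control) for 90 min at 37 degrees C. DiscoveRx reagent added for 30 - 60 minutes at room temperature; luminescence read.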
D3 antag – blocks the human D3 dopamine receptor | P35462 | D3R cells, DiscoveRx beta-arrestin luminescence, antagonist mode; active compounds read low | max response, negative = inhibition, % | hit rate 2.5% among 360,000 | AID 652054; in the data active means max response below about -50%; inconclusive means no clear call, values can overlap the other calls; further: on the % scale 0 is the no-effect control and ±100 the full control effect; mostly tested at two doses, the higher about 12 µM
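Cells plated overnight at 1500 cells/well, then exposed to library compounds with dopamine controls for 90 minutes at 37 degrees C. DiscoveRx reagent added for 30–60 minutes at room temperature; luminescence read, quantitative HTS format.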
EPAC2 antag – blocks human EPAC2 exchange factor; Potency, µM (highest dose often 114 µM), for inactives: top-dose activity, negative = inhibition, hits mostly inhibitors; hit rate 0.18% among 360,000; Q8WZA2; EPAC2 GEF exchange of Rap1B-BODIPY-GDP, fluorescence; further: potency means the concentration at half of the fitted maximal effect; on the % scale 0 is the no-effect control and ±100 the full control effect; nearly all actives have a fitted effect of over 45% in size; many of its hits are not listed in these tables
Akt phos inh – blocks phosphorylation of Akt; Neuro2A IGF-stimulated pAkt S473 HTRF, 20 min; active compounds read low; activity change, % for hits at 50 µM; hit rate 0.32% among 360,000; in the data active means activity change below about -80%; inconclusive means mostly about -51% to -80%; further: on the % scale 0 is the no-effect control and ±100 the full control effect
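Neuro2A cells in DMEM with 0.5% FBS, overnight at 37 deg C, given compound at single 50 µM final, then IGF (6 nM final) for 20 min at 37 deg C. Lysed; phospho-Akt Ser473 by HTRF after 24 h, 665/615 ratio.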
PTHR1 agonist – activates the human parathyroid hormone receptor PTHR1 | Q03431 | Potency, µM (highest dose often 115 µM), inactives show top-dose activation, most hits filed as activators | hit rate 0.075% among 410,000 | AID 743266 | HEK293 GP2 PTHR1 cells, GloSensor cAMP luminescence, 1 h; further: potency means the concentration at half of the fitted maximal effect; nearly all actives have a fitted effect of over 55% in size; some results filed as inactive show a strong effect at the top dose; inactives centre near -15; many of its hits are not listed in these tables
Target sequence (Q03431 whole entry, looked up): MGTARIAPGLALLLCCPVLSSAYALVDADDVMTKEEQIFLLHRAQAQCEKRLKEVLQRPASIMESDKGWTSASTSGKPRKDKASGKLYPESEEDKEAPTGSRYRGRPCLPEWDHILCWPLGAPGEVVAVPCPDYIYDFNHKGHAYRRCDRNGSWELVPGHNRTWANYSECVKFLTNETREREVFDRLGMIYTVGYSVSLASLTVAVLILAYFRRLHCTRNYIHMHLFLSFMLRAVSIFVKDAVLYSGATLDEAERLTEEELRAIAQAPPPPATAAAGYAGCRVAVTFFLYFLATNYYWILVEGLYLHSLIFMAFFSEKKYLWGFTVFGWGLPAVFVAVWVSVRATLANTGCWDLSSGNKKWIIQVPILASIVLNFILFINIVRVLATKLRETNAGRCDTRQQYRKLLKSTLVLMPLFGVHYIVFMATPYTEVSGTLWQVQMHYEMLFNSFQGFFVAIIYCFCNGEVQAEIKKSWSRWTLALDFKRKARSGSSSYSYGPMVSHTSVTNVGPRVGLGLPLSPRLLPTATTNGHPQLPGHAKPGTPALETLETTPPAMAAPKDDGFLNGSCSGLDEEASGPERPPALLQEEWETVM
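HEK-293-derived GP2 cells expressing PTHR1 and a GloSensor cAMP reporter, 3,000/well, plated overnight, given luciferin plus IBMX (each 0.5 mM as added) for 1 h at 37 °C, then compound for 1 h at 37 °C. Luminescence was read after 15 min at room temperature.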
MmCpn inh – M. maripaludis TRiC chaperonin inhibition | purified Mm-Cpn ATPase, ADP Transcreener TR-FRET | Potency, µM (doses to about 76.9 µM), for the others: at the highest dose activity, negative = inhibition, hits mostly inhibitors | hit rate 0.031% among 330,000 | AID 504842; further: potency means the concentration at half of the fitted maximal effect; on the % scale 0 is the no-effect control and ±100 the full control effect; nearly all actives have a fitted effect of over 80% in size
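Measured: ADP formation by purified Mm-CPN. Conditions: 25 nM protein, 10 uM ATP, Tris pH 7.4 with Mg2+, K+ and DTT, 37°C for 30 min. Detection: Transcreener HTRF after 30 min at room temperature.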
The depositor's hits bear a star; i = inactive; ? = inconclusive; . = no result given; & = joins results of further samples; [ ] = remark or other dose. Unless noted, the call rests on the fitted dose curve; in most records, active means well fitted curve in the direction sought with a large enough effect; inconclusive means small, poorly fitted or top-dose-only effect, or another doubt; inactive means no such curve, though single readings can be large; an effect the other way counts as inactive or inconclusive.

SMILES | EPAC2 ag | CCT modulator | DRD3 agonist | D3 antag | EPAC2 antag | Akt phos inh | PTHR1 agonist | MmCpn inh
CCOC(=O)C1=C(COC(=O)/C=C/c2ccccc2F)NC(=O)NC1C (centres undefined) | 2% | 0.2 | 2 | 19 | -22% | i | -58%[inhibitor] | -2%
CCn1nc(C)cc1C(=O)N(C)C1CCCN(Cc2ccccc2F)C1 (centres undefined) | -10% | -1.3 | 12 | 28 | 9% | i | i | 1%
CC(=O)N1c2ccccc2N(Cc2ccc(C)cc2C)C(=O)C1(C)C | 10% | -0.8 | 4 | 1 | ? | i | -13% | 2%
CCC1(C(=O)c2ccccc2)C2c3cc(Br)ccc3OC(=O)C21C(=O)N1CCOCC1 (centres undefined) | 7% | -2.6 | 0 | -23 | 1% | i | -8%[57.5 µM] | -1%
CCc1nc(SCC(=O)N2CCC(C)CC2)c2c(=O)n(C)c(=O)n(C)c2n1 | -1% | -1.6 | 2 | 24 | 8% | i | -34%[inhibitor] | 2%
O=C(CCC(=O)c1ccc(F)cc1)Nc1cccnc1 | 15% | -3.0 | -16 | -7 | -2% | i | i | 0%
COc1ccc(NC(=O)c2cc(OC)c(OC)c(OC)c2)cc1S(=O)(=O)N1CCCCC1 | -1% | -3.1 | 4 | 10 | -1% | i | -20% | 3%
O=c1nc2ccccc2c2n1CC(CN1CCN(c3ccccc3F)CC1)N2 (centres undefined) | ? | 1.0 | -16 | -69* | ? | i | ? | -2%
O=C(Nc1ccc2c(c1)OCO2)N1CCN(c2ncccn2)CC1 | -2% | -0.2 | -17 | -3 | 6% | i | -18%[57.5 µM] | 1%
N#CNC(=Nc1ccccc1F)SCc1ccc(C(=O)O)cc1 | -1% | -2.3 | 1 | 17 | 4% | i | i | 2%
COc1ccc(NC(=O)CSc2nnc(C3CC3)n2-c2ccccc2)cc1 | 9% | -1.0 | -9 | -14 | -12% | i | 20% | -1%
COc1ccc(OCC(=O)Nc2ccccc2OC(F)F)cc1 | 6% | -0.6 | 4 | 4 | 1% | i | -12% | 1%
CCOC(=O)C1CCN(CCC(=O)Nc2ccccc2)CC1 | 9% | -0.8 | -11 | ? | 4% | i | ? | -2%
CN(C)CCN1C(=O)C(=O)/C(=C(/O)c2ccc(F)cc2)C1c1ccccc1F (centres undefined) | 7% | -1.6 | -8 | -28 | -5% | i | i | 0%
CCN1CCN(c2ccc(S(=O)(=O)N3CCCCC3)cc2NC(=O)c2sccc2C)CC1 | 12% | -3.3 | -15 | -11 | -3% | i | -11% | 2%
CCc1noc(C)c1C(=O)N1CCCSC1=Nc1ccccc1Cl | 16% | -0.3 | 4 | -26 | 50µM* | i | -47%[inhibitor] | -2%
COc1ccc(N2CC(C(=O)N3CCN(c4ccccc4F)CC3)CC2=O)cc1 (centres undefined) | 7% | -0.6 | 3 | 8 | -3% | i | i | 1%
CCOc1ccc(S(=O)(=O)NCc2ccc3c(c2)OCO3)cc1 | 10% | -1.8 | 1 | -10 | -1% | i | i | -1%
Cn1cc(C(=O)N2CCN(c3ccccc3)CC2)c(=O)c2cc(S(=O)(=O)N3CCCC3)ccc21 | 8% | -0.2 | 5&-18 | 0 | 7% | i | -21%&-18% | -2%
O=C(NCCCN1CCCCC1)c1ccc(CS(=O)c2ccc(F)cc2)o1 (centres undefined) | -7% | -6.0 | 4 | 4 | 3% | i | i | -1%
O=C(COC(=O)c1ccncc1)c1ccccc1 | 7% | 1.6 | 2 | 6 | 0% | i | -5% | -1%
CCS(=O)(=O)Nc1ccc(-c2nnc(SCC(=O)OC)o2)cc1 | 4% | 1.1 | -12 | -19 | 2% | i | -14% | 0%
O=C(C(=O)c1cccnc1)c1cccnc1 | 13% | 0.2 | -11 | -22 | 19% | i | -7% | 3%
CNC(=S)NNC(=O)Cn1ccc(C)n1 | 3% | -4.8 | -10 | 30 | 10% | i | i | .
CC(c1ccccc1)n1c(-c2ccncc2)n[nH]c1=S (centres undefined) | 1% | -3.5 | 3 | 14 | 5% | i | i | 1%
Additional compounds:
SMILES | EPAC2 ag | CCT modulator | DRD3 agonist | D3 antag | EPAC2 antag | Akt phos inh | PTHR1 agonist | MmCpn inh
CN(C)CCN(C(=O)c1ccccc1Cl)c1nc2c(Cl)cccc2s1 | 7% | -3.8 | -20 | ? | ? | i | -6% | 3%
Cc1ccc(NC(=O)CCNC(=O)c2ccc([N+](=O)[O-])cc2)cc1S(=O)(=O)N1CCOCC1 | 3% | 0.1 | 4 | -9 | 6% | i | -71%[inhibitor] | -1%
COc1ccc(S(=O)(=O)N2CCN(Cc3ccccc3)CC2)cc1OC | -4% | -0.9 | 1 | -1 | -5% | i | -39%[inhibitor] | 0%
O=S(CC(O)c1ccccc1)c1ccccc1 (centres undefined) | 5% | 0.0 | 0 | -19 | 1% | i | i | .
CCN1CCN(S(=O)(=O)c2cccc3nsnc23)CC1 | 9% | 2.2 | 5 | 1 | -3% | i | -6%[57.5 µM] | 1%
C[C@@]12C(=O)Nc3ccccc3C(=O)N1[C@H]1c3cc(Cl)ccc3OC[C@@H]1[C@@H]2c1ccccc1 | 0% | -1.0 | -20 | ? | 13% | i | -33%[inhibitor] | -1%
Cc1ccc(C(=O)Nc2cccc(C(F)(F)F)c2)cc1NC(=O)c1c[nH]c2cc(C(F)(F)F)ccc2c1=O | 3% | -1.2 | 3 | 0 | 4% | i | i | 0%
O=C(O)CCc1n[nH]c(=S)[nH]c1=O | 10% | -2.7 | 0 | -17 | 28% | i | i | 0%
COC(=O)CSc1nc2c(c(-c3ccc(O)cc3)c1C#N)CCCC2 | 28% | -4.2 | -2 | -19 | -28% | i | -21% | 0%
COc1cc(OC)cc(C(=O)N[C@H](C(=O)OCC(=O)N2CCN(S(=O)(=O)c3ccc(C)cc3)CC2)C(C)C)c1 | 4% | 0.2 | 1 | 6 | -3% | i | -10% | .
CC(=O)NC(CSC(CC(=O)c1ccco1)c1ccc(C)cc1)C(=O)O (centres undefined) | 7% | -1.8 | -6 | ? | -3% | i | -33%[inhibitor] | -3%
COc1ccccc1NC(=O)C1C2CCCCC21 (centres undefined) | 11% | 2.1 | 12 | -15 | 17% | i | i | 0%
CCOC(=O)C1=C(C)NC(=S)NC1c1ccc(OCC(=O)N2CCCCC2)cc1 (centres undefined) | 1% | -1.1 | -2 | 10 | -2% | i | -2% | -5%
CCOC(=O)CSc1nnc(-c2cc(OC)c(OC)c(OC)c2)o1 | 4% | 1.6 | -4 | 22 | 0% | i | i | 1%
Cc1ccc(OCCCC(=O)Nc2ccc(N3CCOCC3)cc2)c(C)c1 | -10% | -2.8 | 2 | 8 | -2% | i | i | 1%
O=C(O)CCn1cc(-c2ccc(F)cc2)nc1-c1ccncc1 | 0% | -1.2 | -6 | -20 | 22% | i | ? | -1%
Cc1ccc2cc(CN(CCO)Cc3nnnn3Cc3ccc(F)cc3)c(=O)[nH]c2c1 | 1% | -14 | -4 | -1 | -5% | i | -16%[57.5 µM] | 0%
CCOc1ccccc1N(CC)C(=O)c1ccc2c(=O)n3c(nc2c1)CCCCC3 | 8% | 0.6 | -3&-2 | -16 | -7% | i | -42%&-59%[inhibitor] | 2%
COc1ccc(CCNCC(=O)Nc2ccc(C)c(Br)c2)cc1OC | 2% | 1.0 | -13 | 14 | 13% | i | -16% | 4%
O=C1C2CC=CCC2C(=O)N1c1nc2n(n1)C(c1ccccc1)CC(c1ccccc1)N2 (centres undefined) | 6% | -5.6 | -11 | 14 | 0% | i | -14%[57.5 µM] | -7%
C=CCn1c(SCC(=O)Nc2ccc(C(=O)O)cc2)nc2scc(-c3ccccc3)c2c1=O | 16% | -0.4 | -8 | -71* | -2% | i | -7% | -2%
Cc1ccc(C(=O)C2CCN(CC(=O)NCc3ccc(F)cc3)CC2)cc1 | -7% | -1.1 | -29 | -93* | -7% | i | -8% | 2%
O=C(CN1C(=O)NC2(CCCCCCC2)C1=O)Nc1ccc(OC(F)F)cc1 | 12% | 1.1 | -13 | -4 | -2% | i | i | -1%
COc1ccc(CN(CC(=O)NC2CCCC2)C(=O)c2csnn2)cc1 | 0% | 3.0 | -1 | -4 | 5% | i | -14% | -1%
Cc1cc2c(cc1C)NC(c1ccccn1)C1=C(CC(C)(C)CC1=O)N2 (centres undefined) | 0%[15.6 µM] | -4.2 | -7 | 7 | 9% | . | -2%[57.5 µM] | -3%

Brought forward from above: two compounds, followed by the next part.
SMILES | EPAC2 ag | CCT modulator | DRD3 agonist | D3 antag | EPAC2 antag | Akt phos inh | PTHR1 agonist | MmCpn inh
COc1ccc(CN(CC(=O)NC2CCCC2)C(=O)c2csnn2)cc1 | 0% | 3.0 | -1 | -4 | 5% | i | -14% | -1%
Cc1cc2c(cc1C)NC(c1ccccn1)C1=C(CC(C)(C)CC1=O)N2 (centres undefined) | 0%[15.6 µM] | -4.2 | -7 | 7 | 9% | . | -2%[57.5 µM] | -3%
CSCCC(NC(=O)CCC(=O)OCC(=O)[C@@]1(O)CCC2[C@@H]3CCC4=CC(=O)C=C[C@]4(C)C3[C@@H](O)C[C@@]21C)C(=O)O (some centres undefined) | 4% | -0.2 | 2 | -9 | 2% | i | ? | -1%
CCOC(=O)[C@@H]1[C@H]2COc3ccccc3[C@@H]2N2C(=O)N(c3ccc(OC)cc3)C(=O)[C@@]12C | 9% | 0.6 | -25 | -22 | -2% | i | -13% | 0%
CCCCNC(=O)c1cc(C)no1 | 8% | -1.8 | -3 | 8 | 13% | i | i | 2%
Cn1c(CSCCOc2ccccc2)n[nH]c1=S | 3% | 1.5 | 2 | -25 | 5% | i | i | 1%
COc1cc(/C=C\C(=O)Nc2cc(=O)n(C)c(=O)n2C)cc(OC)c1OC | -6% | -2.9 | 3 | 9 | 6% | i | -22% | 1%
O=C(/C=C/c1ccco1)Nc1cccc(-c2nc3ccccc3[nH]2)c1 | 22% | -0.4 | -3 | 0 | 2% | i | -34%[inhibitor] | -1%
COCCNc1ncnc2c1ncn2[C@H]1CN(Cc2cc(OC)c(OC)c(OC)c2)C[C@@H](CO)O1 | 4% | -1.5 | -3 | -22 | -1% | i | 2% | .
CCOc1ccc(NS(=O)(=O)c2ccc(OCC(=O)NCCCOC)cc2)cc1 | -3% | 0.2 | 20 | 34 | 6% | i | -6% | -1%
Cn1ncc2c(Nc3cccc([N+](=O)[O-])c3)ncnc21 | 7% | -0.1 | 7 | 3 | -1% | i | -39%[inhibitor] | 0%

Only part of the results is shown; the hit share may differ from the screen's.
